CSN deneddyl inh – inhibitors of human CSN-mediated cullin deneddylation | Q92905 | Purified CSN, SCF-Nedd8-OG deneddylation, fluorescence polarization | inhibition, % at 12.5 µM | 360,000 tested, 0.38% active;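 active means pattern-corrected inhibition above about 35%, with an unprinted fluorescence ratio check between 0.5 and 1.5, limit read from the data, passing the limit was not always enough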;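 further: 0% = enzyme with substrate and 100% = substrate without enzyme; some results filed as inactive read as strong as hits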
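Assay system: Purified human Csn5 enzyme expressed in HEK293T cells | Amount: Enzyme 0.24 nM | Measured by: Fluorescence polarization readout | Medium: Tris/NaCl/DTT buffer, pH 7.5 | Compound dosing: One concentration, 12.5 µM, 0.25% DMSO | Times: 90 min incubation of compound, enzyme and substrate at room temperature | Control set: no-enzyme wells high, enzyme-with-substrate wells low | Read-out: % inhibition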
MT1-MMP act inh – blocks activation of human MT1-MMP. P50281. HT1080 RFP-PRO-GFP cells, GFP/RFP ratio fluorescence, overnight; percent of plate control window, DMSO zero. GFP/RFP ratio change, % at 20 µM. 360,000 tested, 0.061% active;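 active means GFP/RFP ratio change of at least 30% with cell ATP level not reduced by more than half and red fluorescence within 50% of control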; further: strong numbers were not always called active
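Assay system: HT1080 RFP-PRO-GFP cells | Dosing: 20 µM single dose, 1% DMSO | Incubation: Cells overnight before dosing, compound overnight, 37 °C, 5% CO2 | Evaluation: GFP/RFP fluorescence ratio | Control set: DMSO-only wells and HT1080 RFP-L50D-GFP cell wells as references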
MLLE-PAM2 inh – blocks PAM2 peptide binding to the PABP1 MLLE domain. P11940. GST-MLLE / FITC-PAM2 fluorescence polarization. inhibition, % at 20 µM. 360,000 tested, 0.36% active. AID 588489; in the data active means inhibition above about 35%, passing the limit was not always enough;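 further: plate controls were DMSO wells with GST-MLLE for no effect and wells lacking GST-MLLE protein for full effect; some results filed as inactive read as strong as hits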
SKN-1 inh – C. elegans SKN-1 inhibition | C. elegans VP596 Pgst-4::GFP/RFP ratio, acrylamide-induced, 24 h | inhibition, % at 21.8 µM | 360,000 tested, 0.49% active;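 active means interference check ratio from 0.5 to 1.5 plus GFP to RFP signal ratio inhibition reaching or exceeding a fixed threshold, cut at about 30% in these data, passing the limit was not always enough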; further: some compounds called inactive have numbers as strong as hits
FAS-TE inh – blocks the thioesterase domain of human fatty acid synthase. P49327. recombinant FAS-TE, OMFH fluorogenic substrate, fluorescence endpoint. inhibition, % at 15 µM. 360,000 tested, 0.67% active. AID 602261;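 active means compounds whose normalised, plate-corrected inhibition of enzyme fluorescence in the single-dose primary screen is 50% or more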;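 further: 0% = DMSO with enzyme and 100% = substrate without enzyme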
Rin1 Abl inh – human Rin1-Abl interaction inhibition. AID 588664. 360,000 tested, 0.4% active. inhibition, % at 7.35 µM. TR-FRET Rin1/Abl binding, biochemical; in the data active means inhibition above about 5%, passing the limit was not always enough
Rpn11 block – Rpn11 (human) deubiquitinase inhibition | O00487 | human 26S proteasome, Ub4-pepOG fluorescence polarization; 20S core pre-blocked with epoxomicin | calls only at 20 µM | 360,000 tested, 0.59% active;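 active means inhibition at 20 µM, scaled to each plate's controls, above about 33%, limit read from the data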
NadD block – blocks S. aureus nicotinate mononucleotide adenylyltransferase; 360,000 tested, 0.78% active; AID 602399; purified NadD enzyme, colorimetric absorbance read-out; inhibition, % at 20 µM; in the data active means inhibition above about 26%; further: some compounds past the cut are filed as inactive
Neddyl block – cullin neddylation inhibition. P61081+Q13564. calls only at 25 µM. 360,000 tested, 0.58% active. TR-FRET cullin neddylation, biochemical. AID 651699; in the data active means inhibition above about 36%
Active calls of the source: *; i = inactive; / = no result given.

cpd	smiles	CSN deneddyl inh	MT1-MMP act inh	MLLE-PAM2 inh	SKN-1 inh	FAS-TE inh	Rin1 Abl inh	Rpn11 block	NadD block	Neddyl block
1	O=[N+]([O-])c1ccc(Cl)c(S(=O)(=O)Nc2ccc(-c3ccc(N4CCCC4)nn3)cc2)c1	7	4	-3	14	67*	-2	i	25	i
2	COc1ccc([C@@H]2[C@@H]3C(=O)N(C(C)(C)C)C(=O)[C@@H]3[C@]3(C)C(=O)N(c4cccc(Cl)c4)C(=O)N23)cc1	-4	0	-15	-2	4	1	i	-11	i
3	CCOC(=O)c1c(NC(=O)COc2ncnc3ccccc23)sc(C)c1C	5	2	0	13	7	1	i	6	i
4	Fc1ccc(F)c(C2=NNC(=Nc3ccccc3F)SC2)c1	0	-9	-80	13	-28	-2	i	6	i
5	CC(C)C[C@H]1CN(CCCC[C@H]2CNC(=O)C(=O)N2CCc2ccc(O)cc2)C(=O)C(=O)N1CCc1ccccc1	1	2	/	-3	-9	/	/	13	i
6	COc1ccc(C(=O)N2CCN(c3ccc(NC(=O)Cc4ccccc4)cc3)CC2)cc1	4	-3	0	17	1	0	i	-4	i
7	COC(=O)c1ccc(NC(=O)CN(c2ccc(OC)cc2)S(C)(=O)=O)cc1	-2	12	-11	22	-1	-1	i	-4	i
8	Cc1cc(C(=O)OCC(=O)NC2CCCCC2C)c2ccccc2n1 (centres undefined)	-3	6	3	17	13	0	i	3	i
9	O=C(O)COc1ccccc1C=NNC(=O)c1ccc(NS(=O)(=O)c2cccs2)cc1	0	2	3	-8	-3	1	i	0	i
10	CCOc1ccc(NC(=O)C2CC(=O)N(C(C)C)C2)cc1 (centres undefined)	-4	0	6	-19	-7	-1	i	-2	i
11	C=CCC1(NCc2ccco2)CCN(CC)CC1	1	2	11	-2	-9	-1	i	8	i
12	c1ccc(-c2nc(-c3ccco3)cs2)nc1	10	-16	-12	0	-2	-4	i	5	i
13	Cc1ccc(S(=O)(=O)N/N=C/c2ccc(O)cc2O)cc1[N+](=O)[O-]	-1	-2	34	9	-1	-4	i	0	i
14	C[C@@H](c1ccccc1)N1C[C@@H](COCc2ccccc2)Oc2cc(N3CCC[C@@H]3CO)ccc2S1(=O)=O	2	6	/	17	11	/	/	2	i
15	CC(C)[C@H](NC(=O)N1CC(=O)Nc2ccccc21)C(=O)N1CCC[C@H]1C(=O)O	-2	-2	-19	7	-4	1	i	3	i
16	N#CCSc1nnc(C2CCCCC2)n1Cc1ccccc1	2	4	10	14	-5	6	i	-1	i
17	CCN1CCN(CCCN(Cc2ccco2)C(=S)Nc2ccc(C)c(Cl)c2)CC1	-4	5	-75	-4	11	2	i	-5	i
18	Cc1cccc(CCNC(=O)CNS(=O)(=O)c2ccc3nc(C)sc3c2)c1	-1	-4	-3	15	-3	3	i	6	i
19	O=C1CC(c2ccccc2)CC(O)=C1C=Nc1ccccc1 (centres undefined)	-16	2	4	13	5	5	i	-1	i
20	COc1ccc(NC(=O)CSc2ccc(-c3sc(C)nc3C)nn2)cc1OC	4	6	12	-5	-5	-3	i	-1	i
21	O=c1[nH]c(N2CCN(Cc3ccccc3)CC2)nc2c1CCC2	-4	-2	0	9	0	2	i	-1	i
22	O=C1c2ccccc2C(=O)N1CC(O)COc1ccccc1Cl (centres undefined)	-1	2	16	-9	2	0	i	-4	i
23	CCOC(=O)O[C@]1(C(=O)COC(=O)CC)CC[C@H]2[C@@H]3CCC4=CC(=O)C=C[C@]4(C)[C@H]3[C@@H](O)C[C@@]21C	0	-2	13	-5	7	2	i	1	i
24	O=C(Nc1ccc(Cl)cc1)C1CC2CCCC(C1)C2=O (centres undefined)	3	4	12	7	-6	2	i	-3	i
25	CC(C)(C)c1ccc(S(=O)(=O)N2CCN(CC(=O)N3CC(=O)Nc4ccccc43)CC2)cc1	0	-3	-14	11	5	1	i	0	i
26	CNC(=O)c1cc2cccc(OC)c2oc1=O	-4	4	3	13	-5	-2	i	3	i
27	COc1ccc(CC(=O)N(Cc2ccccc2)c2ccc(C)cc2)cc1OC	-6	-5	9	8	10	-3	i	-1	i
28	Cn1cc(/C=C(\NC(=O)c2ccccc2Cl)C(=O)NCCCn2ccnc2)c2ccccc21	-4	2	-9	4	-4	-3	i	1	i
29	O=C(CN1CCOC1=O)N1CCCC(N2CCN(c3cccc(C(F)(F)F)c3)CC2)C1 (centres undefined)	-1	1	-4	-8	-4	1	i	-1	i
30	Cc1cc2nc(C(C)(C)C)c(Cc3ccccc3)n2c(C)c1Br	0	-4	-11	-5	21	3	i	6	i
31	COc1ccc(C)cc1NC(=O)C1C2C=CC(C2)C1C(=O)O (centres undefined)	-1	-1	-6	-13	-6	-1	i	-3	i
32	Cc1c2cnn(CC(=O)NCc3ccccn3)c(=O)c2c(C)n1Cc1ccccc1	-3	-4	7	6	-7	0	i	-1	i
33	Cc1cc2ncn(C3CC(=O)N(Cc4ccccc4)C3=O)c2cc1C (centres undefined)	-3	20	16	3	-3	3	i	2	i
34	COc1ccc(/C=N/NC(=O)c2ccncc2)cc1Cn1nc([N+](=O)[O-])c(Br)c1C	-2	0	1	7	9	-4	i	-5	i
35	COc1ccccc1N1C(=NC(=O)CCc2ccccc2)SC2CS(=O)(=O)CC21 (centres undefined)	-3	2	12	1	0	2	i	0	i
36	O=C(COC(=O)c1ccc(F)cc1F)NCCNC(=O)COC(=O)c1ccc(F)cc1F	5	-3	1	10	-3	1	i	5	i
37	C=CCOc1c2ccc(C(=O)NCCc3ccc(C)cc3)cc2nn1C	-5	5	2	4	-10	1	i	-4	/
38	COc1ccccc1Oc1ccc(NC(=O)c2ccc(Cl)cc2)cc1	2	2	5	5	3	3	i	-1	i
39	COc1ccc(NC(=O)c2ccc(-c3ccccc3)cc2)cc1NS(=O)(=O)c1ccc(F)cc1	-12	-9	4	2	46	-1	i	7	i
40	Cc1ccc(-c2n[nH]c(=S)n2/N=C\c2ccco2)cc1	-10	-1	-23	6	-7	-3	i	1	i
41	O=C(CCn1c(=O)oc2ccccc21)N1CCN(c2ccc(F)cc2)CC1	-3	-1	1	-12	-1	0	i	-2	i
42	Cc1ccc(C(=O)NCCSCc2ccc(Cl)cc2Cl)cc1[N+](=O)[O-]	5	-1	1	2	51*	1	i	-4	i
43	CN1CCN(C(=O)CN2C(=O)COc3ccc(S(=O)(=O)N4CCOCC4)cc32)CC1	5	0	-10	8	-7	2	i	-1	i
44	CC1CCCN(C(=O)C2CCN(S(=O)(=O)c3cccc4cccnc34)CC2)C1 (centres undefined)	-1	-3	-2	4	-4	-1	i	-3	i
45	Cc1cc([N+](=O)[O-])ccc1NC(=O)Nc1ccccc1F	5	-7	1	-5	6	0	i	2	i
46	Cc1ccc2c([N+](=O)[O-])c(C)ccc2n1	6	-9	2	35*	1	-2	i	-3	i
47	CCc1nnc(NC(=O)C2c3ccccc3Oc3ccccc32)s1	3	-6	-4	21	6	-3	i	2	i
48	CC1=C(C(=O)OC(C)C)C(c2ccccc2)NC(=S)N1C (centres undefined)	-1	0	-16	4	-2	-1	i	3	i
49	CCn1nnnc1SCC(=O)c1ccc(C)cc1C	2	2	-10	-17	-7	3	i	-3	i
50	CC1CCCCN1CCNC(=O)Cn1nc(-c2ccccc2)ccc1=O (centres undefined)	-1	0	2	4	-11	1	i	3	i
51	CCN(C(=O)c1ccc(S(=O)(=O)N2CCOCC2)cc1)C1CCS(=O)(=O)C1 (centres undefined)	4	4	-4	0	-3	0	i	-1	i
52	COc1cc(OC)c(NC(=O)Cc2cccs2)cc1Cl	3	4	-5	10	8	-1	i	-3	i
53	Cc1nc(C(=O)NC2CCCCC2)sc1C1(C)CC(c2cccc([N+](=O)[O-])c2)=NO1 (centres undefined)	-9	7	-4	8	15	0	i	-4	i
54	Cc1c(Cl)cccc1NC(=O)COC(=O)CCc1nc2ccccc2n1-c1ccccc1	7	5	-4	1	6	6	i	3	i
55	O=C(COC(=O)COc1ccccc1)Nc1cccc([N+](=O)[O-])c1	8	1	7	-10	1	-4	i	-6	i
56	COc1ccc(N2C(=O)c3cccc4cc(Br)cc(c34)C2=O)cc1	1	1	-16	13	-3	0	i	-2	i
57	CC(NC(=O)c1ccc(NC(=O)CC2SC(N3CCCC3)=NC2=O)cc1)c1ccccc1 (centres undefined)	-6	-3	15	-3	-2	1	i	9	i

Three structures from above, arranged by length of the SMILES, ascending.
cpd	smiles	CSN deneddyl inh	MT1-MMP act inh	MLLE-PAM2 inh	SKN-1 inh	FAS-TE inh	Rin1 Abl inh	Rpn11 block	NadD block	Neddyl block
48	CC1=C(C(=O)OC(C)C)C(c2ccccc2)NC(=S)N1C (centres undefined)	-1	0	-16	4	-2	-1	i	3	i
37	C=CCOc1c2ccc(C(=O)NCCc3ccc(C)cc3)cc2nn1C	-5	5	2	4	-10	1	i	-4	/
20	COc1ccc(NC(=O)CSc2ccc(-c3sc(C)nc3C)nn2)cc1OC	4	6	12	-5	-5	-3	i	-1	i

Some of these compounds in order of SMILES length, falling.
cpd	smiles	CSN deneddyl inh	MT1-MMP act inh	MLLE-PAM2 inh	SKN-1 inh	FAS-TE inh	Rin1 Abl inh	Rpn11 block	NadD block	Neddyl block
53	Cc1nc(C(=O)NC2CCCCC2)sc1C1(C)CC(c2cccc([N+](=O)[O-])c2)=NO1 (centres undefined)	-9	7	-4	8	15	0	i	-4	i
39	COc1ccc(NC(=O)c2ccc(-c3ccccc3)cc2)cc1NS(=O)(=O)c1ccc(F)cc1	-12	-9	4	2	46	-1	i	7	i
57	CC(NC(=O)c1ccc(NC(=O)CC2SC(N3CCCC3)=NC2=O)cc1)c1ccccc1 (centres undefined)	-6	-3	15	-3	-2	1	i	9	i
36	O=C(COC(=O)c1ccc(F)cc1F)NCCNC(=O)COC(=O)c1ccc(F)cc1F	5	-3	1	10	-3	1	i	5	i
35	COc1ccccc1N1C(=NC(=O)CCc2ccccc2)SC2CS(=O)(=O)CC21 (centres undefined)	-3	2	12	1	0	2	i	0	i
32	Cc1c2cnn(CC(=O)NCc3ccccn3)c(=O)c2c(C)n1Cc1ccccc1	-3	-4	7	6	-7	0	i	-1	i
41	O=C(CCn1c(=O)oc2ccccc21)N1CCN(c2ccc(F)cc2)CC1	-3	-1	1	-12	-1	0	i	-2	i
33	Cc1cc2ncn(C3CC(=O)N(Cc4ccccc4)C3=O)c2cc1C (centres undefined)	-3	20	16	3	-3	3	i	2	i
37	C=CCOc1c2ccc(C(=O)NCCc3ccc(C)cc3)cc2nn1C	-5	5	2	4	-10	1	i	-4	/
50	CC1CCCCN1CCNC(=O)Cn1nc(-c2ccccc2)ccc1=O (centres undefined)	-1	0	2	4	-11	1	i	3	i
40	Cc1ccc(-c2n[nH]c(=S)n2/N=C\c2ccco2)cc1	-10	-1	-23	6	-7	-3	i	1	i
47	CCc1nnc(NC(=O)C2c3ccccc3Oc3ccccc32)s1	3	-6	-4	21	6	-3	i	2	i

Screens: PubChem, several laboratories
